CXXC DNA block – MLL CXXC-DNA interaction inhibition; Potency, µM (titrated, usually from 115 µM), for inactives: top-dose activity change, negative = inhibition, hits mostly inhibitors; AID 2662; MLL-CXXC / FITC-HOXA9 DNA fluorescence polarization; Q03164; hit rate 0.037% among 290,000; active = well fitted inhibition curve with a large enough effect in the polarisation, with a control signal flat, not every such curve was filed as active; inconclusive = small, poorly fitted or top-dose-only effect, or effect the other way, or a change in a side signal; inactive = no such curve, though single readings can be large or run the other way; the % refers to the polarisation
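Fluorescence polarization: 7 uM MLL-CXXC (stock) preincubated 5 min with compounds, then 50 nM fluorescein-HOX-A9 DNA (stock) added; 30 min ambient. Buffer 50 mM Tris-HCl pH 7.5, 50 mM NaCl, 1 mM DTT, 0.05% BSA.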
Gal4-VP16 FLuc – Gal4-VP16 reporter inhibition counter-screen | Drosophila S2 Gal4-VP16 UAS-luciferase, luminescence, 20 h | Potency, µM (top dose mostly 53.6 µM), for the others: at the top dose activity, negative = inhibition, usual class: inhibitors | hit rate 3.5% among 310,000 | AID 2546;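 note: Gal4-VP16 expression switched on by copper sulfate through the metallothionein promoter; % is set by controls: 0 for no effect and ±100 for the full control effect; nearly all actives have a fitted effect of over 50% in size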
FLuc counter – firefly luciferase modulation, counter-screen for miR-21 project; P08659; purified FLuc, Km substrates, luminescence inhibition; Potency, µM (highest dose often 57.5 µM), for inactives: at the top dose activity change, negative = inhibition, usual class: inhibitors; hit rate 6.9% among 360,000; AID 588342;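 note: plate controls were vehicle for no effect and reference inhibitor for full effect; nearly all actives have a fitted effect of over 55% in size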
Target sequence (P08659 whole entry, looked up): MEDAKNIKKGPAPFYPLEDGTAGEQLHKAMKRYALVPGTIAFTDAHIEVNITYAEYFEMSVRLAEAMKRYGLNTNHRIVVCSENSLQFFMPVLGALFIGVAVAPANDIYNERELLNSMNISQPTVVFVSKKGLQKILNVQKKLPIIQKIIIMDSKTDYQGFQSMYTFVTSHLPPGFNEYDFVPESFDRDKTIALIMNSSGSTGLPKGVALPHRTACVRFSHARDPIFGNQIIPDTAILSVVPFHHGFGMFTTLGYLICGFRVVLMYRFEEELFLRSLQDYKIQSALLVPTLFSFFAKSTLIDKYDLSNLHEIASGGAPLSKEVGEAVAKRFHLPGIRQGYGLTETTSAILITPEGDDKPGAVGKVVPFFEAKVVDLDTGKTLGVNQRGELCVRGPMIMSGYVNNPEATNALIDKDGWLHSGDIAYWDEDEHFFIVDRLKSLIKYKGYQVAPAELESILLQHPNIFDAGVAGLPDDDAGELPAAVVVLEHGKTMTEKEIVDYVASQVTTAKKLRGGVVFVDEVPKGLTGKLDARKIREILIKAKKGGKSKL
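Biochemical qHTS of compounds, final roughly 60 µM downward over six points, against 10 nM purified firefly luciferase using Km concentrations of substrates (10 uM D-luciferin, 10 uM ATP) in Tris acetate pH 7.5 buffer; luminescence output.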
RORgamma inh – blocks mouse ROR gamma transcriptional activity. P51450. Drosophila S2 Gal4-RORgamma UAS-luciferase reporter, 20 h. Potency, µM (doses to about 53.6 µM), for inactives: top-dose activity change, negative = inhibition, hits mostly inhibitors. hit rate 5.4% among 310,000. AID 2551; note: % is set by controls: 0 for no effect and ±100 for the full control effect; nearly all actives have a fitted effect of over 60% in size
Target sequence (P51450 whole entry, looked up, the tested form may be a part): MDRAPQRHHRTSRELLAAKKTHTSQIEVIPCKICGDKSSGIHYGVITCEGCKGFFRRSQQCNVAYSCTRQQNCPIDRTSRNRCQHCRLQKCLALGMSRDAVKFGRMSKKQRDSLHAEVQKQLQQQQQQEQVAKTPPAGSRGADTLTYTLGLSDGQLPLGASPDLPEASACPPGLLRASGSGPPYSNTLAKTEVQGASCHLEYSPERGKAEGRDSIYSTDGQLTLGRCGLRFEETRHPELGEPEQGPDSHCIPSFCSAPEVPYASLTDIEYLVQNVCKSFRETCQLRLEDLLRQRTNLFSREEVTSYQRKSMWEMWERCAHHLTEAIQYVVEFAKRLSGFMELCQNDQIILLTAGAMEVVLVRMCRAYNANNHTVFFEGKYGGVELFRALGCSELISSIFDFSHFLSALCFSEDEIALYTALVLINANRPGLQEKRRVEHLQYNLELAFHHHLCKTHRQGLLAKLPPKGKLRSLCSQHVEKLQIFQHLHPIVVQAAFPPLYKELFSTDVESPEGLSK
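Stable Schneider cell line, Gal4 DNA-binding domain fused to ROR gamma, UAS-luciferase. Cmpd 1 hr RT → CuSO4 700 uM final → 20 hr RT → luciferase reagent 10 min → luminescence.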
Rab9 prom act – activators of Rab9 promoter | Huh7 Rab9 promoter-luciferase reporter, luminescence, 24 h | Potency, µM (doses to about 9.22 µM), without a hit: at the highest dose activation, negative = inhibition, actives largely listed as activators | hit rate 2.8% among 320,000; note: % of control where 0% means no effect; nearly all actives have a fitted effect of over 60% in size
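Luciferase signal after 10 min detection reagent at ambient indicates Rab9 promoter upregulation; stably transfected Huh7 cells were treated 24 h with compound in DMSO at 37 °C, 5% CO2.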
NPC1 promoter act – activators of NPC1 promoter. Huh7 NPC1 promoter luciferase reporter, 24 h. hit rate 2.4% among 320,000. Potency, µM (highest dose often 9.22 µM), inactives show at the top dose activation, actives largely listed as activators;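 note: % of control where 0% means no effect; nearly all actives have a fitted effect of over 60% in size; reporter is driven by a mutant NPC1 promoter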
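Stable NPC1-promoter luciferase Huh7 line; cpd (DMSO) 24 h, 37 °C, 5% CO2; Amplite luciferase reagent 10 min RT; luminescence readout. qHTS format.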
BRCA1 expr act – BRCA1 expression activation; MCF7-BRCA1-FFLuc reporter, luminescence, 48 h; response scale: scaled: vehicle 0%, 10 µM genistein 100%; AID 624202; hit rate 1.1% among 380,000; Potency, µM (highest dose often 46.1 µM), for inactives: at the highest dose activation, actives largely listed as activators; note: nearly all actives have a fitted effect of over 80% in size; some results filed as inactive show a strong effect at the top dose
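MCF7-BRCA1-FFLuc, 2000 cells/well; 2 h attach, 37 °C/5% CO2; compound 48 h; luciferase substrate 15 min; luminescence end-point. Norm. to genistein 10 microM max activation and DMSO; concentration-response curves fitted.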
uPA surface inh – cell surface uPA generation inhibition; cell surface uPA generation assay, qHTS; Potency, µM (top dose mostly 38.3 µM), inactives show at the top dose activity change, negative = inhibition, hits mostly inhibitors; hit rate 0.31% among 330,000; active = well fitted inhibition curve with a large enough effect; inconclusive = small, poorly fitted or top-dose-only effect; inactive = no such curve, though single readings can be large or run the other way; tested in mouse RAW 264.7 cells; note: % is set by controls: 0 for no effect and ±100 for the full control effect; nearly all actives have a fitted effect of over 55% in size
Starred values were filed as active, the others as inactive; ? = inconclusive; . = not tested or not shown; & = joins results of further samples; [ ] = dose if it differs, or a comment. Unless noted, calls come from the whole dose curve; as a rule, active = well fitted curve in the direction sought with a large enough effect; inconclusive = small, poorly fitted or top-dose-only effect, or another doubt; inactive = no such curve, though single readings can be large; an effect the other way counts as inactive or inconclusive. Potency is the fitted concentration of half-maximal effect. Not all compounds are listed, so the mix of outcomes need not match the whole.

1) CCCCNC(=O)[C@@H]1Cc2ccccc2N1C(=O)[C@H](N)CC
2) Cc1cccc(Nc2cc(Cl)nc(SCC(=O)O)n2)c1C
3) COc1ccc(-c2cc(=O)c3c(OC)c(OC)c(OC)cc3o2)cc1OC
4) C#C[C@@]1(O)CCC2C3CCC4=CC(=O)CCC4C3CC[C@@]21CC (stereo partly drawn)
5) COc1ccc(-c2cc(=O)c3c(O)c(OC)c(OC)c(OC)c3o2)cc1OC
6) COc1cc([C@@H]2Oc3cc([C@H]4Oc5cc(O)cc(O)c5C(=O)[C@H]4O)ccc3O[C@H]2CO)ccc1O
7) COc1ccc(/C=C\C(=O)Nc2ccccc2C(=O)O)cc1OC
8) O=P(O)(O)OC(CO)CO

entry no.	1	2	3	4	5	6	7	8
CXXC DNA block	.	.	.	.	.	.	.	.
Gal4-VP16 FLuc	9%	1%&-5%&-4%	-3%	-4%	-5%	-5%	1.1µM*	-1%
FLuc counter	.	.	.	.	.	.	.	.
RORgamma inh	10%	-3%&-33%&1%	-11%	-7%	-15%	1%	?	26%
Rab9 prom act	.	.	.	.	.	.	.	.
NPC1 promoter act	.	.	.	.	.	.	.	.
BRCA1 expr act	.	.	.	.	.	.	.	.
uPA surface inh	.	.	.	.	.	.	.	.

9) Cc1ccc2nc(NCCN)c3ncc(C)n3c2c1
10) CC1OC(OCC2OC(Oc3cc(O)c4c(c3)OC(c3ccc(O)cc3)CC4=O)C(O)C(O)C2O)C(O)C(O)C1O (stereo not drawn)
11) C[C@H](CCC(=O)O)[C@H]1CC[C@@H]2[C@H]3[C@@H](CC[C@@]21C)[C@]1(C)CC[C@H](O)C[C@@H]1C[C@@H]3O
12) Oc1cc2c(cc1O)[C@@H]1c3ccc(O)c(O)c3OC[C@]1(O)C2
13) CCCOC(C(=O)OC1CCN(C)CC1)(c1ccccc1)c1ccccc1
14) O=C(Nc1ccc(Cl)c(Cl)c1)C1CC1
15) CC[C@@]1(O)CC2CN(CCc3c([nH]c4ccccc34)[C@](C(=O)OC)(c3cc4c(cc3OC)N(C)C3[C@@](O)(C(=O)OC)C(OC(C)=O)[C@]5(CC)C=CCN6CC[C@@]43C65)C2)C1 (stereo partly drawn)
16) NCCNC(=O)c1ccc(Cl)cn1

entry no.	9	10	11	12	13	14	15	16
CXXC DNA block	.	.	.	.	3%	-3%	4%	-14%
Gal4-VP16 FLuc	?	-8%	-7%[17 µM]	-7%	1%	-1%	-7%	-8%
FLuc counter	.	.	.	.	.	.	.	.
RORgamma inh	-26%	-5%	0%[16.9 µM]	-29%	-25%	35%	24%	4%
Rab9 prom act	.	.	.	.	.	.	.	.
NPC1 promoter act	.	.	.	.	.	.	.	.
BRCA1 expr act	.	.	.	.	.	.	.	.
uPA surface inh	.	.	.	.	.	.	.	.

17) Cc1cccc(C)c1NC(=O)CN(CC(=O)O)CC(=O)O
18) CCCCC(=O)O[C@]1(C(=O)CO)[C@H](C)C[C@H]2[C@@H]3CCC4=CC(=O)C=C[C@]4(C)[C@@]3(F)[C@@H](O)C[C@@]21C
19) CC1CCC(C(C)C)C(=O)C1 (stereo not drawn)
20) CO/N=C(/C(=O)N[C@@H]1C(=O)N2C(C(=O)O)=C(C[n+]3ccc(N)n3CCO)CS[C@H]12)c1csc(N)n1
21) CCCC(=O)O[C@]1(C(=O)COC(C)=O)CC[C@H]2C3C[C@H](F)C4=CC(=O)C=CC4(C)[C@@]3(F)[C@@H](O)CC21C (stereo partly drawn)
22) NS(=O)(=O)c1cc(-c2nn[nH]n2)c(NCc2cccs2)cc1Cl
23) CC(=O)Nc1ncc([N+](=O)[O-])s1
24) CC(=O)N1CC(O)CC1C(=O)O (stereo not drawn)

entry no.	17	18	19	20	21	22	23	24
CXXC DNA block	-8%	7%	-18%	2%	6%	-2%	-4%	5%
Gal4-VP16 FLuc	-4%	?	-7%	-4%	1%	-1%	-14%	-1%
FLuc counter	.	.	.	.	.	.	.	.
RORgamma inh	10%	7.9µM*	-1%	8%	-25%	0%	-1%	-15%
Rab9 prom act	.	.	.	.	.	.	.	.
NPC1 promoter act	.	.	.	.	.	.	.	.
BRCA1 expr act	.	.	.	.	.	.	.	.
uPA surface inh	.	.	.	.	.	.	.	.

25) CCCCCCCCCCCCCCNCCO
26) CNC1CCCN(c2c(F)cc3c(=O)c(C(=O)O)cn(C4CC4)c3c2OC)C1 (stereo not drawn)
27) CCC(=O)O[C@@]1(C(=O)SCF)[C@@H](C)C[C@H]2[C@@H]3C[C@@H](F)C4=CC(=O)C=C[C@@]4(C)[C@]3(F)[C@@H](O)C[C@]21C
28) COc1ccccc1OC[C@H](O)COC(N)=O
29) Cc1ccc2nc(N)[nH]c(=O)c2c1Sc1ccncc1
30) COc1ccc(-c2ccc3cc(C(=O)O)ccc3c2)cc1C12CC3CC(CC(C3)C1)C2
31) OCc1ccccn1
32) Cc1cccc2nc(-c3ccccn3)c(Nc3ccccc3)n12

entry no.	25	26	27	28	29	30	31	32
CXXC DNA block	10%	17%	2%[51.4 µM]	-5%[51.4 µM]	-2%	0%	1%	.
Gal4-VP16 FLuc	0%	-9%	-4%[17 µM]	-5%[17 µM]	0%	?	0%	.
FLuc counter	.	.	.	.	.	.	.	-10%
RORgamma inh	13%	4%	-23%[2.98 µM]	13%[2.98 µM]	14%	11%[10 µM]	-4%	.
Rab9 prom act	.	.	.	.	.	.	.	.
NPC1 promoter act	.	.	.	.	.	.	.	.
BRCA1 expr act	.	.	.	.	.	.	.	.
uPA surface inh	.	.	.	.	.	.	.	.

33) CCC(Sc1nc2ccccc2c2nc(CCn3cncc3C)nn12)C(=O)Nc1cccc(OC)c1 (stereo not drawn)
34) Cc1ccc(Nc2nc3ccccc3c3nnc(C)n23)c(C)c1
35) Cc1ccnc(NC(c2cccc(O)c2)c2ccc3ccc(C)nc3c2O)c1 (stereo not drawn)
36) Cc1cccc(NC(c2ccccc2F)c2ccc3ccc(C)nc3c2O)n1 (stereo not drawn)
37) Cc1ccccc1C(=O)Nc1cccc(-c2nc3cccnc3s2)c1
38) COc1ccc(CNC(=O)Nc2ccc3c(c2)N(C)C(=O)c2ccccc2S3)cc1OC
39) CCOc1ccc(NC(=O)Cn2cc(C(=O)c3cccs3)c3ccccc32)cc1
40) Cn1c(=O)n(-c2ccc(C(C)(C)C#N)cc2)c2c3cc(-c4cnc5ccccc5c4)ccc3ncc21

entry no.	33	34	35	36	37	38	39	40
CXXC DNA block	.	.	.	.	.	.	.	.
Gal4-VP16 FLuc	.	.	.	.	.	.	.	.
FLuc counter	1%	-13%	-15%	-6%	-6%	3%	-13%	.
RORgamma inh	.	.	.	.	.	.	.	.
Rab9 prom act	.	.	.	.	.	.	.	.
NPC1 promoter act	.	.	.	.	.	.	.	.
BRCA1 expr act	.	.	.	.	.	.	.	-57%[92.2 µM]
uPA surface inh	.	.	.	.	.	.	.	.

Laid out differently: entries from further up.
# | canonical_smiles | CXXC DNA block | Gal4-VP16 FLuc | FLuc counter | RORgamma inh | Rab9 prom act | NPC1 promoter act | BRCA1 expr act | uPA surface inh
34 | Cc1ccc(Nc2nc3ccccc3c3nnc(C)n23)c(C)c1 | . | . | -13% | . | . | . | . | .
35 | Cc1ccnc(NC(c2cccc(O)c2)c2ccc3ccc(C)nc3c2O)c1 (stereo not drawn) | . | . | -15% | . | . | . | . | .

Later entries:
41) NC1(c2ccc(-c3nc4ccn5c(=O)[nH]nc5c4cc3-c3ccccc3)cc2)CCC1
42) COc1ccc(-n2[nH]c3c(cnc4ccccc43)c2=O)cc1
43) CC(=O)O[C@@]12CO[C@@H]1C[C@H](O)[C@@]1(C)C(=O)[C@H](O)C3=C(C)[C@@H](OC(=O)C(O)[C@@H](NC(=O)OC(C)(C)C)c4ccccc4)C[C@@](O)([C@@H](OC(=O)c4ccccc4)[C@H]21)C3(C)C (stereo partly drawn)
44) Cc1cc(C)cc(OCC2CNC(=O)O2)c1 (stereo not drawn)
45) CC(=O)O[C@H]1Cc2ccccc2N(C(N)=O)c2ccccc21
46) O=C1Cc2c([nH]c3ccc([N+](=O)[O-])cc23)-c2ccccc2N1
47) O=C(O)/C=C/c1ccc(O)cc1
48) CC1OC(CC(=O)O)CC2=C1C(=O)c1c(O)cccc1C2=O (stereo not drawn)

entry no.	41	42	43	44	45	46	47	48
CXXC DNA block	.	.	10%	-2%	.	.	.	.
Gal4-VP16 FLuc	.	.	-24%	-8%	-8%	.	.	.
FLuc counter	.	.	.	.	.	.	.	.
RORgamma inh	.	.	?	12%	1%	.	.	.
Rab9 prom act	.	.	.	.	-7%[46.1 µM]	.	.	.
NPC1 promoter act	.	.	.	.	0%[46.1 µM]	.	.	.
BRCA1 expr act	-82%	14µM*	0%	-6%	.	-90%[inhibitor]	17%	-97%
uPA surface inh	.	.	.	.	.	-4%	-22%	-9%

49) COc1c(O)cc2c(c1O)[C@@H]1OC(CO)C(O)C(O)[C@H]1OC2=O (stereo partly drawn)
50) COC(=O)C1=CO[C@@H](OC2OC(CO)C(O)C(O)C2O)[C@@H]2[C@@H](C)[C@@H](O)C[C@H]12 (stereo partly drawn)
51) O=c1ccn([C@H]2C[C@H](O)[C@@H](CO)O2)c(=O)[nH]1
52) Cc1ccccc1Cc1c(C)nc2c(-c3ccccc3)c(C)[nH]n2c1=O
53) Cc1ccc(NC(=O)Cn2c(=O)n(CCC(=O)N3CCc4ccccc4C3)c(=O)c3ccccc32)c(C)c1

entry no.	49	50	51	52	53
CXXC DNA block	.	.	.	.	.
Gal4-VP16 FLuc	.	.	-2%	.	.
FLuc counter	.	.	.	?	-11%
RORgamma inh	.	.	-3%	.	.
Rab9 prom act	.	.	.	.	.
NPC1 promoter act	.	.	.	.	.
BRCA1 expr act	-8%	12%	2%	-66%	-16%
uPA surface inh	16%	1%	0%	.	.

Some of these compounds in order of their number in uPA surface inh, rising.
# | Compound | CXXC DNA block | RORgamma inh | Rab9 prom act | NPC1 promoter act | BRCA1 expr act | uPA surface inh
51 | O=c1ccn([C@H]2C[C@H](O)[C@@H](CO)O2)c(=O)[nH]1 | . | -3% | . | . | 2% | 0%
50 | COC(=O)C1=CO[C@@H](OC2OC(CO)C(O)C(O)C2O)[C@@H]2[C@@H](C)[C@@H](O)C[C@H]12 (stereo partly drawn) | . | . | . | . | 12% | 1%
49 | COc1c(O)cc2c(c1O)[C@@H]1OC(CO)C(O)C(O)[C@H]1OC2=O (stereo partly drawn) | . | . | . | . | -8% | 16%
